Screens as filed in PubChem BioAssay.
KCNQ1 act – human KCNQ1 channel potentiation or activation; B-score at 10 µM; CHO-K1 KCNQ1, thallium flux FluxOR fluorescence; stronger effect = higher value; 310,000 tested, 0.35% active; P51787; AID 2648;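 active = fluorescence ratio B-score, a plate-corrected score, at least three library SD, with initial intensity B-score within 5 SD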
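Doses: Single concentration per compound, DMSO matched to controls | Test system: KCNQ1-transfected CHO-K1 cells | Timing: 90 min dye loading and 20 min compound exposure, both at room temperature | Measured by: Kinetic FluxOR thallium fluorescence, 10-s 1-Hz baseline, 110-s post-stimulus read | Medium: Assay buffer with matched DMSO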
PolyA inhibitor – yeast polyadenylation inhibition | calls only at 12 µM | S. cerevisiae SKY197-pL101 polyadenylation reporter, beta-gal luminescence; efflux-impaired pdr1/pdr3 knockout yeast; score 100 = 6 SD above DMSO | AID 1875 | 300,000 tested, 0.02% active;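 active = lowest replicate activity score at least 50, where 100 means six control SD above control mean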;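 note: yeast exposed to compound for 9 h at 30 °C; higher score means more reporter readthrough which indicates perturbed polyadenylation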
hERG rescue – shields human hERG channel from block by proarrhythmic agents | Q12809 | CHO-hERG, FluxOR thallium flux, dofetilide IC70 present | activation (rescue from dofetilide block), less the hit threshold, % at 10 µM | 310,000 tested, 0.51% active;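 active = activation above the mean of controls blocked by dofetilide plus 5 SD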;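 note: thallium influx through hERG after potassium depolarization seen as dye fluorescence rise; in these data hits start at about 4.7%; inactives centre near -7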
KCNK3 inh – human KCNK3 channel inhibition, primary screen; O14649; CHO-KCNK3 thallium flux, FluxOR fluorescence; stronger effect = lower value; B-score at 10 µM; 340,000 tested, 0.84% active; AID 602410;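 active = B-score under library mean minus 4 SD, starting fluorescence ratio at most library mean plus 5 SD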;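 note: more negative B-score means stronger inhibition of thallium flux through KCNK3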
RGS4 block – human RGS4 inhibition | HEK293 M3R/RGS4 inducible, Fluo-4 calcium flux; stronger effect = higher value; triggered by carbachol at its EC20 | 310,000 tested, 0.45% active | B-score at 10 µM;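 active = B-score, a plate-corrected calcium signal, over three deviations above library mean, with baseline fluorescence within five deviations of library mean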;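 note: RGS4 expression induced by doxycycline in cells with stable M3 receptor; B-score is computed from the integrated fluorescence ratio over baseline after carbachol; higher B-score means a larger calcium signal and so more RGS4 inhibition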
GSK3beta inhib – human GSK3beta kinase inhibition; P49841; GST-GSK3beta kinase, ADP-Glo luminescence, 60 min; stronger effect = lower value; activity score (negative = inhibition), % at 10 µM; 300,000 tested, 0.038% active;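 active = more than half of replicate wells score below -50%, meaning over 50% inhibition versus plate controls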;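 note: 0% = median DMSO wells and -100% = median GW8510 positive control wells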
Target sequence (P49841 whole entry, looked up): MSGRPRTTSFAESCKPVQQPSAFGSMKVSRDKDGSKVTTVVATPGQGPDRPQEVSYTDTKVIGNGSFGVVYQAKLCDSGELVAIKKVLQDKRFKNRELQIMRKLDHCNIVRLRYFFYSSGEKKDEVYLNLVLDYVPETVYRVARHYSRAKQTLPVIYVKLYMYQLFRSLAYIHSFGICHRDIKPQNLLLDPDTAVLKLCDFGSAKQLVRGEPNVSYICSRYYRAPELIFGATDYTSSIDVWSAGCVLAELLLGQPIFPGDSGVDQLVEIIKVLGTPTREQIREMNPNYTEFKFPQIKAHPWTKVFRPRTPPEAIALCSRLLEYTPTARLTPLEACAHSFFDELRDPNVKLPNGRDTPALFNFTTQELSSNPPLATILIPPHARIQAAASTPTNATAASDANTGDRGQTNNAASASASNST
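Test system: GST-fused GSK3beta enzyme, cell-free | Quantity: 1.6 ng GST-GSK3beta enzyme per well | Reagent: 25 µM ATP with peptide substrate | Schedule: 60 min enzyme reaction, room temperature | Signal: Luminescent ADP-Glo measurement of ADP formed | Read-out basis: Score relative to plate controls | Control set: DMSO and 20 µM GW8510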
DYRK1A inh – inhibitors of rat Dyrk1A kinase | 310,000 tested, 0.43% active | inhibition, % at 12.5 µM | ADP-Glo luminescence, NFATc1 peptide | Q63470 | AID 504441; in the data active = inhibition above about 50%;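 note: plate controls were vehicle with enzyme for no effect and no enzyme for full effect; many of its hits are not listed in these tables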
RGS4 act – potentiators or activators of RGS4 | B-score at 10 µM | HEK293 M3R/inducible RGS4, carbachol calcium flux Fluo4; stronger effect = lower value | 310,000 tested, 0.92% active | AID 463111;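 active = B-score of the integrated calcium signal more than 4 SD below the library mean, with starting fluorescence not abnormally high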;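 note: negative B-score means reduced calcium response which marks RGS4 activation or potentiation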
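Reagent: ECmax carbachol challenge; Test system: M3R-expressing HEK293 line, RGS4 induced by doxycycline; Schedule: overnight RGS4 induction, 30 min dye load 37 °C, 20 min compound RT; Detection: calcium dye Fluo4 fluorescence; Read-out: Agonist-evoked peak-minus-minimum fluorescence over baseline, integrated ratio, B score.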
KCNQ1 block – inhibitors of human KCNQ1 potassium channel; P51787; CHO-K1 KCNQ1, FluxOR thallium flux fluorescence; stronger effect = higher value; B-score at 10 µM; 310,000 tested, 1.3% active; AID 2642;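 active = compounds whose thallium flux B-score, printed positive for inhibition, exceeds three library SD while starting fluorescence stays within three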;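 note: channel opened by potassium depolarization with thallium stimulus after 20 min compound exposure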
GSK3 alpha inh – blocks human GSK-3 alpha kinase; P49840; ADP-Glo luminescence, 60 min; inhibition, % at 10 µM; 320,000 tested, 0.1% active; AID 2650;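 in the data active = inhibition above about 50%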;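 note: GST-tagged GSK-3 alpha with peptide substrate and 25 µM ATP; 0% = DMSO neutral wells and 100% = GW8510 positive control wells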
Target sequence (P49840 whole entry, looked up): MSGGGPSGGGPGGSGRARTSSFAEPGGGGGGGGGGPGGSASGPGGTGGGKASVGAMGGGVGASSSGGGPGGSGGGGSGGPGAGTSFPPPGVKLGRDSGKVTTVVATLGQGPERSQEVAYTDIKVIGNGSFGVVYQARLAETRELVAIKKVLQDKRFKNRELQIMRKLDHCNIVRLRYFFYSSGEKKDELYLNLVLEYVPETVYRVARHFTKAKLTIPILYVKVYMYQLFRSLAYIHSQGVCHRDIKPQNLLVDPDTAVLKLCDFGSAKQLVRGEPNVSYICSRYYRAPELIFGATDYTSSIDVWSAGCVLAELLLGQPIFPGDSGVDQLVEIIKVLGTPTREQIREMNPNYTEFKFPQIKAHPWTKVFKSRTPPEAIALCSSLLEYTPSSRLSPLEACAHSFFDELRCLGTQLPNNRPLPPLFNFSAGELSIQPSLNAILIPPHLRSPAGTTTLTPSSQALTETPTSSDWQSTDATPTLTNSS
KCNK9 inh – human KCNK9 channel inhibition; Q9NPC2; HEK293 KCNK9, FluxOR thallium flux fluorescence; stronger effect = lower value; 310,000 tested, 1.2% active; B-score at 10 µM;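 active = ratio B-score over 3 SD below the library mean, with starting fluorescence within 5 SD of its mean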;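 note: negative B-score means less thallium flux so channel inhibition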
* marks the source's active call; other numbers are inactive results; i = inactive; x = no result given. A portion of the library; rates above refer to the full screens.

The line under a structure holds: KCNQ1 act, PolyA inhibitor, hERG rescue, KCNK3 inh, RGS4 block, GSK3beta inhib, DYRK1A inh, RGS4 act, KCNQ1 block, GSK3 alpha inh, KCNK9 inh
- CCCCNC(=O)NS(=O)(=O)c1ccc(NS(=O)(=O)c2ccccc2)cc1
    i, i, -10, i, i, 4, -1, i, i, -5, i
- CCOc1ccc(CN2C(=O)c3ccccc3C2=O)cc1C(=O)O
    i, i, -3, i, i, -1, 2, i, i, -2, i
- O=C(CCCCCCN1C(=O)c2ccccc2C1=O)NC1CCCCC1
    i, i, -6, i, i, 1, -4, i, i, 3, i
- COc1cc(S(=O)(=O)N2CCOCC2)ccc1NC(=O)CSc1nnc(N)s1
    i, i, -5, i, i, 4, 3, i, i, -2, i
- Cc1cc(CC(C)C)n(-c2nc3ccccc3c(=O)n2OCc2ccccc2)n1
    i, x, -11, i, i, -2, 7, i, i, x, i
- COc1ccc(OC)c(C2C(C(C)=O)=C(C)Nc3ncnn32)c1 (stereo not given)
    i, i, -6, i, i, -3, -5, i, i, -1, i
- CC(C)(C)n1nnnc1C(c1cccc(C(F)(F)F)c1)N1CCOCC1 (stereo not given)
    i, i, -8, i, i, -4, -10, i, i, -3, i
- Cc1ccc(S(=O)(=O)NCCC(=O)N2CCN(S(=O)(=O)c3cccc(F)c3)CC2)cc1C
    i, i, -15, i, i, 2, -3, i, i, -3, i
- O=C(O)CCC(=O)N1N=C(c2ccco2)CC1c1ccco1 (stereo not given)
    i, i, -12, i, i, -1, -2, i, i, -4, i
- CCc1ccc(NC(=O)NCc2ccccn2)cc1
    i, i, -7, i, i, 6, 3, i, i, 0, i
- COc1ccc(C)cc1S(=O)(=O)N1CCC(C(=O)N2CCOCC2)CC1
    i, i, -19, i, i, 2, -2, i, i, -3, i
- CC1CCc2nc(NC(=O)c3cc(C(C)(C)C)nn3C)sc2C1 (stereo not given)
    i, i, -18, i, i, -1, 6, i, i, 2, i
- CC1CC(C)CN(CCCNC(=O)Cc2c(C(=O)O)[nH]c3ccccc23)C1 (stereo not given)
    i, i, -1, i, i, 1, 0, i, i, -5, i
- CCOc1ccccc1N1CCN(Cc2ccc(Br)s2)CC1
    i, i, -8, i, i, 4, 7, i, i, 1, i
- CC(C)(C)c1ccc(C(=O)NCCCNC(=O)c2cccnc2)cc1
    i, i, -11, i, i, 0, 7, i, i, 3, i
- N#CC1=C(N)Oc2cc(O)ccc2C1c1ccncc1 (stereo not given)
    i, i, -9, i, i, -3, 10, i, i, 6, i
- Clc1ccc(/C=C/c2ncc3ccccn23)cc1
    i, i, -10, i, i, -1, 7, i, i, -1, i
- Cn1c(SCC(=O)N2CCN(C(=O)c3ccco3)CC2)nnc1-c1ccc(NS(C)(=O)=O)cc1
    i, i, -5, i, i, -5, -2, i, i, -7, i
- CCOC(=O)c1nc(NCc2cccc(OC)c2)c2ccccc2n1
    i, i, -8, i, i, 1, 5, i, i, x, i
- Cc1cc(C)nc(N2CCCC(C(=O)NCCC3=CCCCC3)C2)n1 (stereo not given)
    i, i, -12, i, i, -3, 1, i, i, -1, i
- O=c1[nH]c2cc3c(cc2cc1CN(CCc1ccccc1)Cc1nnnn1C1CCCC1)OCCO3
    i, i, -6, x, i, 5, x, i, i, x, i
- O=C(Cn1nnc(-c2ccccc2)n1)Nc1ccc2c(c1)OCO2
    x, i, x, i, x, 5, -8, x, x, -4, x
- Cc1ccccc1CN1CCN(Cc2ccccc2C(F)(F)F)CC1
    i, i, -14, i, i, -6, 0, i, i, -6, i
- CC(=O)c1cccc(NC(=S)Nc2ccc(F)cc2)c1
    i, i, -7, i, i, -2, 4, i, i, -1, i
- CCCCSc1nc(C)c(C(C)=O)cc1C#N
    i, i, -7, i, i, 1, 6, i, i, -2, i
- C/C(=N\NC(=S)NCc1ccccc1)c1ccc(Br)cc1
    i, i, -15, i, i, -1, -5, i, i, 0, i
- CCCN(CC(=O)Nc1ccccc1OC)C(=O)c1cnc(Cl)c(Cl)c1
    i, i, -2, i, i, 2, -11, i, i, -4, i
- CCO[C@@H]1OC(C(=O)N2CCN(Cc3ccccc3)CC2)=C[C@H](c2cn(C(C)=O)c3ccccc23)[C@H]1CCCO
    i, i, -13, i, i, 0, -2, i, i, -3, i
- COc1ccc(O)c(C2(O)C(=O)c3ccccc3C2=O)c1
    i, i, -12, i, i, -2, 12, i, i, -1, i
- Cc1onc(-c2c(F)cccc2Cl)c1C(=O)NCC1COc2ccccc2O1 (stereo not given)
    i, i, -9, i, i, -1, 0, i, i, 1, i

Next section.
The line under a structure holds: KCNQ1 act, PolyA inhibitor, hERG rescue, KCNK3 inh, RGS4 block, GSK3beta inhib, DYRK1A inh, RGS4 act, KCNQ1 block, GSK3 alpha inh, KCNK9 inh
- CCOC(=O)c1csc(N)c1-c1ccc([N+](=O)[O-])cc1
    i, i, -3, i, i, 1, 1, i, i, 2, i
- O=C(COC(=O)c1ccc(S(=O)(=O)N2CCCC2)cc1)Nc1ccc(F)cc1F
    i, i, -7, i, i, 0, 2, i, i, -1, i
- CCC(=O)NC(C)C(c1cccs1)N1CCN(Cc2ccccc2)CC1 (stereo not given)
    i, i, -7, i, i, 2, 7, i, i, -2, i
- COc1ccccc1-c1nnc(NC(=O)C(C)SC2=NCCS2)s1 (stereo not given)
    i, i, -9, i, i, 3, -1, i, i, -2, i
- Fc1cccc(Cc2noc(CN3CCCCC3CCc3ccccn3)n2)c1 (stereo not given)
    i, i, -13, i, i, -1, -5, i, i, -1, i
- COc1ccc2ccccc2c1/C=N/NC(=O)c1ccc([N+](=O)[O-])cc1
    i, i, -4, i, i, 1, -6, i, i, -2, i
- O=C(CCCc1ccccc1)c1ccccc1
    i, i, -6, i, i, -1, 1, i, i, 1, i
- COc1ccc(CC2(CO)CCN(CC3=Cc4cc(Cl)ccc4OC3)CC2)cc1
    i, i, -25, i, i, 0, -2, i, 9*, 0, i
- COc1ccc(NS(=O)(=O)c2ccc(C)c(C(=O)N(C)CCc3ccc(OC)c(OC)c3)c2)cc1
    i, i, -17, i, i, 1, x, i, i, 0, i
- COc1ccc(-c2nnc(COc3ccc4ccccc4c3)o2)cc1OC
    i, i, -13, i, i, 2, 2, i, i, 0, i
- CCOc1ccc(C2CC(=O)NC3=C2C(=O)CCC3)cc1 (stereo not given)
    i, i, -10, i, i, 1, 3, i, i, -9, i
- O=C(COC(=O)/C=C/c1ccc(Cl)cc1)Nc1ccc2[nH]c(=O)[nH]c2c1
    i, i, -5, i, i, 2, 5, i, i, -2, i
- CCn1cc(C(=O)O)c(=O)c2cc(F)c(N3CCN(C(=S)NC(=O)c4ccccc4F)CC3)cc21
    i, i, -8, i, i, 2, 0, i, i, -1, i
- Cc1ccc(-n2nnnc2CN2CCCCC2)cc1
    i, i, -5, i, i, -1, -3, i, i, 0, i
- COc1ccc(-n2c(SCC(=O)Nc3nccs3)nc3sc4c(c3c2=O)CCN(C)C4)cc1
    i, i, -2, i, i, -23, 8, i, i, 0, i
- CCC(=O)Nc1ccc(C(=O)CSc2nc3ccccc3cc2CC)cc1
    i, x, -8, i, i, x, x, i, i, -5, -7.2*
- O=C(c1cc2ccccc2oc1=O)N(Cc1ccc(F)cc1)C1CCS(=O)(=O)C1 (stereo not given)
    i, i, -2, i, i, 0, 9, i, i, 1, i
- Cc1ccsc1C1C(C(=O)O)c2ccccc2C(=O)N1C (stereo not given)
    i, i, -1, i, i, 4, 4, i, i, 1, i
- CN(C(=O)COC(=O)c1ccc(=O)n(Cc2ccccc2)n1)c1ccccc1
    i, i, -7, i, i, 0, 4, i, i, -2, i
- CCOC(=O)N1CCN(C(=O)COC(=O)CSc2ccc([N+](=O)[O-])cc2)CC1
    i, i, -14, i, i, 6, 5, i, i, 0, i
- C#CCSc1n[nH]c(-c2ccco2)n1
    i, i, -8, i, i, 0, -5, i, i, -3, i
- COc1cc(C(=O)NCC2CCCN2S(=O)(=O)c2cccs2)cc(OC)c1OC (stereo not given)
    i, i, -14, i, i, -1, -10, i, i, 0, i
- Cn1c(Cc2cccs2)nnc1SCC(=O)Nc1ccccc1F
    i, i, -16, i, i, 1, 3, i, i, -2, i
- COC(=O)C1=C(CS(=O)(=O)c2ccc(OC)c(OC)c2)NC(=O)NC1c1ccc(O)c(OC)c1 (stereo not given)
    i, i, -8, i, 19*, 0, -7, i, i, -4, i
- CCc1c(C(=O)Nc2nnc(C3CC3)s2)csc1C
    i, i, -5, i, i, -4, -1, i, i, -1, i
- CCC1=C(C)CN(C(=O)NCCc2ccc(S(=O)(=O)NC(=O)NC3CCC(C)CC3)cc2)C1=O (stereo not given)
    i, i, -10, i, i, 5, -6, i, i, 0, i
- O=C1CCCC2=C1C(c1ccco1)Nc1ccc3ccccc3c12 (stereo not given)
    i, i, -10, i, i, -3, 9, i, i, 4, i
- COc1cccc(-c2nc(CS(=O)(=O)CC(=O)NCc3ccccc3)c(C)o2)c1
    i, i, -7, i, i, 3, 2, i, i, 0, i
- CCN(CC)c1c([N+](=O)[O-])c(=O)sc2ccccc12
    i, i, -3, i, i, -1, 53*, i, i, -4, i
- CCc1ccc(N2CC(C(=O)OCC(=O)NNC(=O)c3ccccc3)CC2=O)cc1 (stereo not given)
    i, i, -9, i, i, 2, -4, i, i, -3, i
